RAD54 inh – RAD54 (human) branch migration inhibition; Q92698; RAD54 Holliday junction branch migration, FAM/BHQ fluorescence; inhibition, % at 10.4 µM; actives 0.14% (n = 360,000);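 active means mean normalized replicate activity at least 40 and at least half of replicates scoring 40 or more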;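 further: 0% = median of neutral control wells and 100% = median of positive control wells; inhibitors cause a drop in the FAM fluorescence signal; in these data hits start at about 50%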
CASP6 VEID inh – blocks human caspase-6 cleavage activity. P55212. purified caspase-6, Z-VEID-R110 cleavage fluorescence. inhibition, % at 12.5 µM. actives 0.53% (n = 350,000);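 active means mean inhibition across replicates at least about 35%, with every replicate also reaching that limit, limit read from the data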;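 further: 0% = median of neutral control wells and 100% = no fluorescence left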
Target sequence (P55212 24-179 limits assumed): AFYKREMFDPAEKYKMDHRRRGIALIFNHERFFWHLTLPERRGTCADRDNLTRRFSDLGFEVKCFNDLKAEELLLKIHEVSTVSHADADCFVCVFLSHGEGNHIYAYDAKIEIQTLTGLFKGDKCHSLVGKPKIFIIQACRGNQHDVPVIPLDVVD
Target sequence (P55212 194-293 limits assumed): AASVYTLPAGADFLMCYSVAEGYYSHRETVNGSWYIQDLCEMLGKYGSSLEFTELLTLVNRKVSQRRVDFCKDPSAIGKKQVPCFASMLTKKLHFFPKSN
ARNT TACC3 PPI – ARNT/TACC3 interaction disruption; Q9Y6A5; AlphaScreen His-ARNT PAS-B/GST-TACC3 binding, luminescence; TACC3 fragment carries E629A point mutation; inhibition, % at 9.99 µM; actives 0.66% (n = 390,000); AID 623870;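 active means mean inhibition of replicates at least 50% and at least half of replicates each reaching 50%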;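 further: 0% = complete ARNT plus TACC3 wells and 100% = ARNT alone without TACC3; many hits fall short of the cut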
esBAF inh – blocks esBAF chromatin remodeling in mouse ES cells | Bmi1-luciferase knock-in reporter, 24 h; 100% = twice the neutral-well signal | reporter increase, % at 12.5 µM | actives 2% (n = 350,000); in the data active means activation above about 40%;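 further: 0% = median of the plate's neutral control wells and 100% = double that signal; a rise in the Bmi1 reporter signal indicates esBAF inhibition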
ERp5 inh – inhibitors of human ERp5 | Q15084 | ERp5 insulin aggregation, absorbance 650 nm, 90 min | inhibition, % at 9.99 µM | actives 0.05% (n = 350,000);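 active means mean replicate inhibition above about 25%, with every replicate also reaching it, limit read from the data, passing the limit was not always enough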
E-sel inducer – E-selectin induction on HUVECs; P16581; HUVEC E-selectin immunofluorescence imaging; normalized: neutral wells 0, TNF-alpha wells 100; AID 686992; actives 0.37% (n = 260,000); activation, % at 7.58 µM;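 active means mean E-selectin-positive cell signal at least 10% of the positive control, reached in at least 60% of replicates, without over 20% cell loss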;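 further: in these data hits start at about 27%; measured in HUVEC primary endothelial cells; signal is the percent of cells scored E-selectin positive by PE staining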
Target sequence (P16581 whole entry, looked up): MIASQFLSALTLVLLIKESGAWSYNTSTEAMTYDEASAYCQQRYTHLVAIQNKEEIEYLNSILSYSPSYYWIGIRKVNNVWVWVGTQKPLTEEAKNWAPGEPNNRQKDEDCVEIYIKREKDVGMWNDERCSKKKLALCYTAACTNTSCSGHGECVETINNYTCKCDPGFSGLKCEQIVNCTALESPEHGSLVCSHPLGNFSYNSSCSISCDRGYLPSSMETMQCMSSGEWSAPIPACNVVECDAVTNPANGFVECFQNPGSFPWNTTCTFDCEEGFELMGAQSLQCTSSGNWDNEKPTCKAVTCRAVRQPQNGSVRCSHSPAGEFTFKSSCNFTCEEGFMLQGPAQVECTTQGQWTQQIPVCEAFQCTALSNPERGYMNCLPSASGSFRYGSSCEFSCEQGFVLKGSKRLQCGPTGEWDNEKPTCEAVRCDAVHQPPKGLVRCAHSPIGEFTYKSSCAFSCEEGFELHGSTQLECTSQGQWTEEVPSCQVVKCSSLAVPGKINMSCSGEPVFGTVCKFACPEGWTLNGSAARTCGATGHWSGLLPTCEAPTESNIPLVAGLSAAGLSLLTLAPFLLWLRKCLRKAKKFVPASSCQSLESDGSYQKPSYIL
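Test system – human umbilical vein endothelial cells (HUVEC), E-selectin induction · Input – 3,000 HUVEC seeded per well · Buffer or medium – EGM-2, gelatin · Compound dosing – single-point compound dose · Detection – immunofluorescence imaging · Measure – percent E-selectin-positive cells · Controls – TNF-alpha high, DMSO low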
PglD inh – inhibitors of Campylobacter jejuni PglD acetyltransferase; purified PglD enzyme, DTNB colorimetric CoA detection; inhibition, % at 12.5 µM; actives 0.098% (n = 360,000); AID 602405; in the data active means inhibition above about 16%, passing the limit was not always enough; further: strong numbers were not always called active
RAD52 anneal inh – blocks human RAD52 DNA annealing | P43351 | recombinant RAD52 DNA annealing, FRET fluorescence | inhibition, % at 18.7 µM | actives 0.46% (n = 360,000) | AID 651710;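 active means every replicate showing at least 50% inhibition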
The depositor's hits bear a star; . = no result given; & = joins results of further samples.

SMILES	RAD54 inh	CASP6 VEID inh	ARNT TACC3 PPI	esBAF inh	ERp5 inh	E-sel inducer	PglD inh	RAD52 anneal inh
CCOC(=O)CN(C)C(=O)CCc1nnc(-c2ccsc2)o1	11	0	-8	21	0	2.2	1	-5
O=C(Nc1ccccc1)N1C[C@H]2[C@@H](c3ccccc31)[C@H](CO)N2Cc1ccc(F)cc1	2	-3	3	9	4	-0.4	1	-7
CCc1ccc(CN(C)C(=O)C2CCC(=O)N(CC3CCCCC3)C2)cc1 (stereo unspecified)	-6	0	7	7	-8	.	-104	-11
Cc1c(C(=O)N/N=C/c2cccnc2)sc(N)c1C#N	-2	3	9	1	-1	.	-3	-13
O=C(Nc1nnc(S(=O)(=O)N2CCOCC2)s1)c1ccccc1	-12	15	-3	36	0	0.1	-5	-10
COc1ccc(C(=O)OCCCOC(=O)c2ccc(OC)cc2OC)c(OC)c1	-6	0	1	-10	5	0.0	-3	-13
O=C1N(Cc2cccc(Cl)c2)C[C@@H]2C[C@@H](c3ccc4nonc4c3)N3CCC[C@@]123	1	6	3	-3	6	0.5	3	-25
CCOC(=O)C1CCN(CCC(=O)Nc2ccccc2Cl)CC1	0	.	1	-1	.	.	-3	.
Nc1ccc(OC(=O)Nc2ccc(O)cc2)cc1	-6	61*	0	-51	6	0.1	2	0
CSc1nc(N)nc2c1ncn2CC(=O)NCc1ccc2[nH]ccc2c1	2	-7	4	-2	2	0.0	1	-4
NC(=O)c1cc2ccccc2o/c1=N/NC(=O)c1cccc(F)c1	9	-3	0	4	1	-0.1	-5	-13
COc1cc(OC)c(S(=O)(=O)Nc2ccc(C(=O)N3CCCC3)cc2)cc1NC(C)=O	.	-6	-4	.	2	3.8	.	-13
O=C(NCC[C@H]1CC[C@H](NS(=O)(=O)c2ccc(F)cc2)[C@H](CO)O1)c1ccccc1F	.	0	.	.	3	-0.6	.	-217
O=C(NCc1cccs1)C(=O)NCC(c1ccco1)N1CCN(c2ccc(F)cc2)CC1 (stereo unspecified)	.	0	-6	2	6	-0.1	2	-3
COc1cccc(NC(=O)N(C)C[C@@H]2Oc3ncc(Br)cc3C(=O)N([C@@H](C)CO)C[C@H]2C)c1	4	0&0	.	8	5	0.6&0.3	-5	-19&10
C[C@H](CO)N1C[C@H](C)[C@@H](CN(C)C(=O)c2ccc(F)cc2)Oc2ncc(C3=CCCCC3)cc2C1=O	-1	-1	3	2	17	-0.7	-4	12
Cc1c(Nc2nc(-c3ccccc3)cs2)c(=O)n(-c2ccccc2)n1C	.	2	-3	.	6	.	.	9
O=C(NN1CCN(Cc2ccccc2)CC1)c1ccc(N2CCOCC2)c([N+](=O)[O-])c1	.	1	2	.	1	0.0	.	4
COc1ccccc1-c1c(-c2ccc(OCC(=O)NN)cc2O)n[nH]c1C(F)(F)F	5	-2	-4	-3	1	-2.9	0	-6
Cc1cccc(NC(=O)C2CCN(C(=O)c3ccco3)CC2)c1C	-2	2	2	-5	5	.	0	-9
COc1ccc(S(=O)(=O)N2CCC[C@H]2C(=O)N2CCC[C@H]2C(=O)N[C@H](C)c2ccccc2)cc1C	.	1	.	.	1	1.1	.	-1
Clc1cc(Br)ccc1OCCOCCN1CCCC1	9	-10	1	4	2	.	-25	-1
COCCCNC(=O)Cc1c(C)c2c(cc(C)c3c(C)c(C)oc32)oc1=O	7	.	11	1	3	-0.1	-1	-5
NC(=O)c1ccsc1NC(=O)COC(=O)c1cccnc1Cl	-22	2	-1	15	5	0.1	-1	-35
N#Cc1ccc(C(=O)OCCc2cc3ccccc3c(=O)o2)cc1	-1	4	-10	-5	0	-0.1	3	34
Cc1ccc(C(=O)N2CC=C(c3ccccc3)CC2)s1	-1	1	-13	1	2	0.1	1	-13
Cc1ccc(C(=O)CC(=O)c2ccccc2C)c(O)c1	1	-4	11	62*	1	0.5	0	-15
CCOC(=O)c1[nH]c2ccccc2c1NC(=O)c1ccc(S(=O)(=O)N2CCOCC2)cc1	-7	-6	-4	-3	-8	0.2	0	11
CCO[C@@H]1OC(C(=O)NCc2ccccc2)=C[C@H](c2coc3ccccc3c2=O)[C@H]1CCCO	-5	-1	3	-3	-5	-0.1	-3	-12
Cc1c(C)c2ccc(OCC(=O)Nc3ccccn3)cc2oc1=O	1	0	-1	-39	6	.	-3	11
O=C(CSc1nc2ccccc2c(=O)n1Cc1ccc(F)cc1)NCC1CCCO1 (stereo unspecified)	10	1	-6	-4	.	4.3	2	-2
O=C(N[C@H](C(=O)N1CCC[C@H]1C(=O)NCCc1ccccc1Cl)C1CCCCC1)C1CC1	.	1	.	.	-7	-0.3	.	-3
O=C(NCc1ccccc1)c1cccc(Br)n1	3	2	0	1	-6	-0.2	0	-17
CN1CCN(C(=O)C[C@H]2CC[C@@H]3[C@H](COC[C@@H](O)CN3Cc3cccc(Cl)c3)O2)CC1	-3	1	-12	-2	2	0.1	-3	4
CCc1cccc(C)c1NC(=S)N(CCN(C)C)C(C)c1ccco1 (stereo unspecified)	.	1	0	.	-6	1.2	.	-11
O=C(O)c1cccnc1Cl	.	-2	22	8	4	.	.	-10
Cc1ccc(S(=O)(=O)Cc2ccccc2Cl)cc1	.	7	-12	.	2	.	.	-8
COC1=Cc2c(ccc3ccc(=O)oc23)OC1(C)C	-5	.	0	-11	.	.	5	.
O=C(NCC(=O)N1CCN(c2ccccc2F)CC1)c1ccc(Br)o1	-3	3	-1	.	-1	4.5	-2	-3
Cc1ccc(-c2ccc3c(c2)O[C@@H](CN(C)C)[C@H](C)CN([C@H](C)CO)S3(=O)=O)cc1	-6	0	7	-2	2	1.2	0	29
COc1ccc(NC(=O)Nc2cccc3c2O[C@H](CN(C)Cc2ccc(C(F)(F)F)cc2)[C@@H](C)CN([C@@H](C)CO)C3=O)cc1	4	0	2	15	0	0.0	4	-11
CC(=O)Nc1ccc(S(=O)(=O)NCC2CCC(C(=O)NCCC(C)C)CC2)cc1 (stereo unspecified)	5	.	-3	-9	.	.	0	.
COc1ccc(-n2ccc(=O)c(C(=O)O)n2)c(OC)c1	-9	2	-11	-7	1	0.8	-5	-9
COc1ccc2oc(C(=O)OCC(=O)N(Cc3ccccc3)C(C)(C)C)c(C)c2c1	-3	-2	.	.	8	0.2	1	-10
C[C@@H]1CN([C@H](C)CO)C(=O)c2cc(NC(=O)C3CC3)ccc2O[C@@H]1CN(C)C(=O)Nc1cccc2ccccc12	-13	-3	-11	-3	2	-0.1	-6	2
CCOC(=O)C(CC)(CCC(=O)O)c1csc(N)n1 (stereo unspecified)	-5	.	-1	-3	.	.	6	.
O=C(C1CCC(CNS(=O)(=O)c2cccc3cccnc23)CC1)N1CCCC1 (stereo unspecified)	-7	1	-8	6	0	.	-3	-24
C=CCS/C(=N\n1cnc2ccccc2c1=O)N1CCCCC1	4	.	-8	53*	.	.	-3	.
CCCN(C)C[C@@H]1Oc2ncc(-c3cccc(C(F)(F)F)c3)cc2C(=O)N([C@H](C)CO)C[C@@H]1C	-3	1	4	2	-3	-0.2	-2	3
CN(CC(=O)Nc1ccccc1Cl)C(=O)c1cccc(S(=O)(=O)N2CCN(c3ccc(F)cc3)CC2)c1	8	-4	.	-11	-2	-0.2	-1	-11

Next part.
SMILES	RAD54 inh	CASP6 VEID inh	ARNT TACC3 PPI	esBAF inh	ERp5 inh	E-sel inducer	PglD inh	RAD52 anneal inh
CCOc1ccc(NS(=O)(=O)c2csc(C(N)=O)c2)cc1	-5	2	0	8	5	.	-7	-10
CCOc1ccc(N=C2SC(C(=O)O)CC(=O)N2C)cc1 (stereo unspecified)	5	.	-7	1	.	.	-4	.
CC1(c2nnc(Cc3ccccc3)o2)CC(c2ccccc2F)=NO1 (stereo unspecified)	2	-3	-7	10	0	0.2	-5	4
COCC(=O)N1CC[C@H]2[C@H](CO)Nc3ccc(-c4cccc(C#N)c4)cc3[C@H]21	-4	-2	-2	6	-5	1.0	-2	-2
Cc1nn(C(=O)c2ccco2)c(C)c1Sc1ccccc1	5	.	-6	-2	.	.	-5	.
O=C(Cc1ccccc1)NCC(=O)OCc1cccc([N+](=O)[O-])c1	2	1	-4	.	6	-0.3	.	-1
C[C@H]1CN([C@@H](C)CO)S(=O)(=O)c2ccc(-c3cccc(F)c3)cc2O[C@H]1CN(C)C(=O)C1CC1	6	-2	2	6	-6	-0.7	0	8
Cc1ccc(C(=O)C2CCN(CC(=O)NC3CCCC3)CC2)cc1	7	-4	-3	5	-2	0.1	5	-16
O=C(Nc1cccc(F)c1)N[C@H]1CC[C@@H](CCNS(=O)(=O)c2cccc(Cl)c2)O[C@H]1CO	-3	-6	0	4	0	0.5	-169	-11
COC(=O)[C@]1(Cc2ccccc2)N[C@H](CN(C)C(=O)Nc2ccc(OC)cc2)[C@@H]2C(=O)N(Cc3ccccc3)C(=O)[C@@H]21	7	1	-1	19	-6	0.9	-9	-9
O=[N+]([O-])c1ccc(-c2cn3ccccc3n2)cc1	1	1	.	.	7	-0.1	5	-40
CC(C)CC(COCc1ccc(C(F)(F)F)cc1)N1CCN(C(=O)c2ccc(C(F)(F)F)cc2)CCC1=O (stereo unspecified)	4	5	-6	-7	-2	1.2	-3	-6
O=C(C[C@@H]1CC[C@@H](NS(=O)(=O)c2ccc(F)cc2)[C@H](CO)O1)NC1CCCCC1	6	1	-9	1	9	1.3	0	-20
Cc1cccc(-n2c(SCC(=O)NC3CCCC3)nnc2-c2ccoc2C)c1	10	.	4	5	.	.	3	.
CCc1ccc(OC(=O)c2ccn(CC)n2)cc1	-2	.	33	-1	.	.	3	.

Screening data: PubChem, Broad Institute
